PGC1a acetyl inh: modulators of PGC1a acetylation | AID 651687 | 0.17% of 350,000 active | U2OS PGC1a acetylation, AlphaScreen anti-acetyl-lysine; with virally co-expressed GCN5 acetyltransferase | inhibition, % at 15.6 µM;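 active means every replicate shows inhibition of at least 40%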;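 further: 0% = neutral control wells and 100% = positive control wells; some results beyond the cut were filed as inactive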
PglD inh: inhibitors of Campylobacter jejuni PglD acetyltransferase | purified PglD enzyme, DTNB colorimetric CoA detection | inhibition, % at 12.5 µM | 0.098% of 360,000 active | AID 602405; in the data active means inhibition above about 16%, passing the limit was not always enough; further: strong numbers were not always called active
ERAP1 inh: blocks human ERAP1 aminopeptidase activity; Q9NZ08; recombinant ERAP1, Leu-AMC fluorescence, 60 min; inhibition, % at 10.7 µM; 0.15% of 340,000 active;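 active means mean replicate inhibition of at least 30%, or all replicates individually reaching that 30% level; inactive means mean below 30% and not every replicate reaching it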;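 further: 0% = neutral control wells and 100% = L-leucinethiol positive control wells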
Target sequence (Q9NZ08 whole entry, looked up): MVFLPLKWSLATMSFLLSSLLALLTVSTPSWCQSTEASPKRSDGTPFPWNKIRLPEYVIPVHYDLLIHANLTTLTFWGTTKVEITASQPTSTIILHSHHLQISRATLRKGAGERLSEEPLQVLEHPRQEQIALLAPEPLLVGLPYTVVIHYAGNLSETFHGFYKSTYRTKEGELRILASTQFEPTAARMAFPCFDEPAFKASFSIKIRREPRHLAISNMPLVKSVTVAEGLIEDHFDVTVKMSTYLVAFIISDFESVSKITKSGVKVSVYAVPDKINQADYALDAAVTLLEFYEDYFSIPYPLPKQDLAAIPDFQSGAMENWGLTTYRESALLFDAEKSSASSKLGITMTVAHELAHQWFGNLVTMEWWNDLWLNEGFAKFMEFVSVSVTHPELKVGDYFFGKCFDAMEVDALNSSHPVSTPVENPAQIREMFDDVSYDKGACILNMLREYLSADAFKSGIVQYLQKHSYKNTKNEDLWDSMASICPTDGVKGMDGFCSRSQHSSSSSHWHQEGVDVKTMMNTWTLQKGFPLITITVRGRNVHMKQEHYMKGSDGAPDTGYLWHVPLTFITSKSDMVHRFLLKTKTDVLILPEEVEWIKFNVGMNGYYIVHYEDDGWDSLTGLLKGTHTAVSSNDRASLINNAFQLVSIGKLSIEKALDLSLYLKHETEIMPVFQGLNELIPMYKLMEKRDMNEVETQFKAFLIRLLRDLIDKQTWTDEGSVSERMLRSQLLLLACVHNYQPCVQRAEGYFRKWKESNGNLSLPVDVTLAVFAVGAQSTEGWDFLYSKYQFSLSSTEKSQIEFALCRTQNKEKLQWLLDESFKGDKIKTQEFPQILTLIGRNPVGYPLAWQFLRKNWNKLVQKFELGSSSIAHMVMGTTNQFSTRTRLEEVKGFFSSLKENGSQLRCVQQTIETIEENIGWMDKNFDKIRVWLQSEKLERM
S100A4 MyoIIA: S100A4-myosin IIA interaction inhibition. P26447. S100A4/TAMRA-MyoIIA peptide fluorescence polarization. inhibition, % at 10.7 µM. 0.14% of 360,000 active. AID 652163;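 active means mean inhibition of at least 70% across replicates, with every replicate also reaching that level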
Target sequence (P26447 whole entry, looked up): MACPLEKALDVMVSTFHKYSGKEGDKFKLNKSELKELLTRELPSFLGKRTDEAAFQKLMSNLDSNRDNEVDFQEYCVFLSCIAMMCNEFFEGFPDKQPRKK
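Material: S100A4 monomer protein / Buffer or medium: 50 mM HEPES pH 7.2, 10 mM CaCl2, 100 mM KCl / Times: 5 min incubation before reading / Benchmarks: neutral control DMSO, positive control TFP / Reagent: labelled myosin peptide probe, 5 nM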
PAX8 reporter: lowers PAX8-driven luciferase in RMG-I cells; RMG-I TPO-luciferase reporter, SteadyGlo, 24 h; inhibition, % at 12.6 µM; 1.2% of 360,000 active;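 active means mean replicate inhibition at least 60% with every replicate also reaching 60%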;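 further: luciferase light reporting Pax8 driven TPO promoter activity; plate controls were median of neutral control wells for no effect and mitoxantrone controls for full effect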
LGR2 inh: blocks bursicon-induced cAMP signaling via Drosophila LGR2; HEK293 LGR2, CRE-luciferase, bursicon-stimulated, 4 h; inhibition, % at 9.99 µM; 0.35% of 380,000 active; AID 720647;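 active means drop in luminescence signal, shown as inhibition above about 50% in the replicate tests, limit read from the data, passing the limit was not always enough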;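 further: agonist challenge used bursicon conditioned medium at about half maximal strength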
EWS-Fli block: EWS/Fli transcriptional activity inhibition | A673 NR0B1-luciferase reporter, viability-normalised | 0.67% of 350,000 active | inhibition, % at 12.6 µM | AID 651661;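 active means mean inhibition of at least 50% after viability correction, with every replicate also passing that limit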;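 further: firefly luciferase signal divided by Alamar Blue viability fluorescence both relative to DMSO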
FN deposit inh: fibronectin deposition inhibition; AH1F fibroblasts, Alexa488-fibronectin deposition fluorescence, overnight; 0.086% of 350,000 active; inhibition, % at 12.6 µM;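 active means mean inhibition across replicates of 30% or more, regardless of how many single replicates reach that level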;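 further: positive control wells lacked labelled fibronectin entirely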
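Material: AH1F fibroblast monolayer depositing Alexa488-labelled fibronectin into matrix / Amount: 10000 AH1F cells per well / Signal: fluorescence 485/525 nm / Medium: DMEM, 2% serum / Compound: single dose, pinned / Incubation: 1 h cell adhesion before compound, then overnight fibronectin incubation / Reagent: Alexa488-FN, 24 nM final / Read-out: inhibition of fibronectin deposition signal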
Numbers without * were called inactive. Not a hit list. Share with any hit: about 2.1%.

Sample of the layout (2 entries):
`CC(NC(=S)NC(=O)c1ccccc1Br)c1ccccc1` (stereo unspecified) gave PGC1a acetyl inh -9, PglD inh 3, ERAP1 inh 2, S100A4 MyoIIA -11, PAX8 reporter 14, EWS-Fli block -3 and FN deposit inh -3.
O=C(CCS(=O)(=O)Cc1cccc(Cl)c1)NCCc1ccccc1 was read as PGC1a acetyl inh 3, PglD inh -2, ERAP1 inh -2, S100A4 MyoIIA 1, PAX8 reporter -1, LGR2 inh 0, EWS-Fli block -8 and FN deposit inh -5.

Results, previewed entries included:
`CC(NC(=S)NC(=O)c1ccccc1Br)c1ccccc1` (stereo unspecified) gave PGC1a acetyl inh -9, PglD inh 3, ERAP1 inh 2, S100A4 MyoIIA -11, PAX8 reporter 14, EWS-Fli block -3 and FN deposit inh -3.
O=C(CCS(=O)(=O)Cc1cccc(Cl)c1)NCCc1ccccc1 was read as PGC1a acetyl inh 3, PglD inh -2, ERAP1 inh -2, S100A4 MyoIIA 1, PAX8 reporter -1, LGR2 inh 0, EWS-Fli block -8 and FN deposit inh -5.
CCn1ccnc1CNC(=O)c1cc(COc2ccc(F)cc2F)on1 was read as PGC1a acetyl inh 5, ERAP1 inh 4, S100A4 MyoIIA 2, PAX8 reporter -4, LGR2 inh -7, EWS-Fli block -4 and FN deposit inh 11.
`COc1ccc(C(=O)N2N=C(c3ccc(NS(C)(=O)=O)cc3)CC2c2cccs2)cc1` (stereo unspecified) gave PGC1a acetyl inh -16, PglD inh 1, ERAP1 inh 1, S100A4 MyoIIA -11, PAX8 reporter 11, LGR2 inh -16, EWS-Fli block 3 and FN deposit inh -1.
Screening COc1ccc(CC(=O)Nc2ncc([N+](=O)[O-])s2)cc1OC returned PGC1a acetyl inh -5, PglD inh -4, ERAP1 inh 3, S100A4 MyoIIA -3, PAX8 reporter 3, EWS-Fli block 1 and FN deposit inh -2.
For CC1=C(C(=O)Nc2ccccc2F)C(c2ccsc2)C2=C(CC(C)(C)CC2=O)N1 (stereo unspecified) the results were ERAP1 inh 11, S100A4 MyoIIA -2, PAX8 reporter 2, LGR2 inh 8, EWS-Fli block 4 and FN deposit inh 4.
COc1cc2ccc(C(C)=NNC(N)=S)cc2cc1OC was read as PglD inh 4, ERAP1 inh 2, S100A4 MyoIIA -1, PAX8 reporter -53, LGR2 inh -40, EWS-Fli block -55 and FN deposit inh 3.
For N#Cc1ccc(S(=O)(=O)N2CCN(CC(=O)NCC3(N4CCOCC4)CCCCC3)CC2)cc1 the results were PGC1a acetyl inh 8, ERAP1 inh 7, S100A4 MyoIIA -2, PAX8 reporter -11, LGR2 inh 2, EWS-Fli block 4 and FN deposit inh 1.
`c1ccc(COc2ncnc3c2ncn3CCCNCc2cccs2)cc1` gave PglD inh 28*, ERAP1 inh 0, S100A4 MyoIIA -5, PAX8 reporter -41, LGR2 inh -6, EWS-Fli block -8 and FN deposit inh 5.
`CCn1cc(C(=O)OCC(=O)NCc2ccccc2Cl)c(=O)c2ccc(C)nc21` gave PGC1a acetyl inh -6, ERAP1 inh -3, S100A4 MyoIIA -4, PAX8 reporter -14, EWS-Fli block 9 and FN deposit inh -5.
Screening CCCCN1C(=O)C(O)(CC(=O)c2ccccc2OC)c2ccccc21 (stereo unspecified) returned PGC1a acetyl inh 0, PglD inh 2, ERAP1 inh 0, S100A4 MyoIIA -3, PAX8 reporter -7, LGR2 inh -13, EWS-Fli block 3 and FN deposit inh -3.
CCOC(=O)Cc1csc2nc(-c3ccccc3)cn12 was read as ERAP1 inh 2, S100A4 MyoIIA -4, PAX8 reporter -100, LGR2 inh -16, EWS-Fli block -7 and FN deposit inh 2.
For CCCN(CCC)C(=O)Nc1cc(Cl)ccc1OC the results were PGC1a acetyl inh -3, PglD inh -5, ERAP1 inh 0, S100A4 MyoIIA 63, PAX8 reporter -1, LGR2 inh -5, EWS-Fli block 15 and FN deposit inh -8.
For O=S(=O)(Nc1nc2ccccc2nc1NCc1ccco1)c1ccc(F)cc1 the results were PGC1a acetyl inh -2, ERAP1 inh 0, S100A4 MyoIIA -2, PAX8 reporter 17, LGR2 inh -6, EWS-Fli block 16 and FN deposit inh 4.
O=C(C[C@@H]1C=C[C@@H](NC(=O)Nc2ccc3c(c2)OCO3)[C@@H](CO)O1)NCCCN1CCOCC1 was read as PGC1a acetyl inh 5, PglD inh 0, ERAP1 inh 0, S100A4 MyoIIA -4, PAX8 reporter -21, LGR2 inh 3, EWS-Fli block 3 and FN deposit inh -3.
`O=Cc1ccc(C(=O)OCC(=O)NCCC2=CCCCC2)cc1` gave PglD inh 0, ERAP1 inh -1, S100A4 MyoIIA -5, PAX8 reporter 0, LGR2 inh -19 and EWS-Fli block 2.
For CCOC(=O)Cc1nc(-c2ccccc2)n[nH]1 the results were PGC1a acetyl inh 12, PglD inh -2, ERAP1 inh -1, S100A4 MyoIIA -1, PAX8 reporter -25, LGR2 inh -15 and EWS-Fli block 7.
COC(=O)C[C@H]1C=C[C@H](NC(=O)Nc2ccccc2F)[C@@H](CO)O1 was read as ERAP1 inh -5, S100A4 MyoIIA 1, PAX8 reporter -9, LGR2 inh 0, EWS-Fli block -6 and FN deposit inh 6.
Screening CC12CCC(=O)N1C(C(=O)NCc1ccccc1Cl)CS2 (stereo unspecified) returned PglD inh 7, ERAP1 inh 2, S100A4 MyoIIA 0, PAX8 reporter -3, LGR2 inh 1 and EWS-Fli block -2.
`CCOC(=O)c1nc2c(ccc3ccccc32)cc1C` gave PGC1a acetyl inh -11, PglD inh -1, ERAP1 inh 2, S100A4 MyoIIA -2, PAX8 reporter -28, LGR2 inh -26, EWS-Fli block -4 and FN deposit inh -7.
CS(=O)(=O)N1CCN(c2ccc(C(=O)NC3C4CC5CC(C4)CC3C5)cc2[N+](=O)[O-])CC1 (stereo unspecified) was read as PGC1a acetyl inh 15, PglD inh 0, LGR2 inh 4 and FN deposit inh 8.
For Cc1cc(C)nc(SCC(=O)NN)n1 the results were PGC1a acetyl inh 3, ERAP1 inh 11, S100A4 MyoIIA -20, PAX8 reporter 28, EWS-Fli block 3 and FN deposit inh 5.
For O=C(OCc1ccccc1)N1CCC2CC1c1ccc(N3CCOCC3)cc12 (stereo unspecified) the results were PGC1a acetyl inh -2, PglD inh 0, ERAP1 inh -2, S100A4 MyoIIA -2, PAX8 reporter -27, LGR2 inh -38, EWS-Fli block -88 and FN deposit inh 8.
For OC[C@H]1[C@@H](c2ccc(-c3ccccc3F)cc2)[C@@H]2CN(Cc3cncnc3)CCCCN12 the results were PGC1a acetyl inh 0, PglD inh -1, ERAP1 inh 1, S100A4 MyoIIA 4, PAX8 reporter 1, LGR2 inh 7 and EWS-Fli block -5.
`COc1ccc(C(=O)N2CCNC(=O)C2CC(=O)Nc2ccc(C)cc2)cc1` (stereo unspecified) gave PGC1a acetyl inh 5, ERAP1 inh -3, S100A4 MyoIIA 1, PAX8 reporter -3, LGR2 inh 15, EWS-Fli block -4 and FN deposit inh -8.
Screening Cc1oc2c(cc(NS(=O)(=O)c3ccc(C(C)C)cc3)c3ccccc32)c1C(=O)O returned PglD inh 1, ERAP1 inh 2, S100A4 MyoIIA 0, PAX8 reporter 27, LGR2 inh 19, EWS-Fli block -5 and FN deposit inh -2.
`COCC(=O)Nc1cc(C)cn(Cc2ccccc2Cl)c1=O` gave PGC1a acetyl inh 2, PglD inh 2, ERAP1 inh -2, S100A4 MyoIIA -7, PAX8 reporter -7, LGR2 inh -2, EWS-Fli block -32 and FN deposit inh 3.
For Cc1ccccc1NC(=O)CCN1C(=O)c2ccccc2C1=O the results were PGC1a acetyl inh 18, PglD inh 0, ERAP1 inh 0, S100A4 MyoIIA -9, PAX8 reporter -50, LGR2 inh 2, EWS-Fli block -3 and FN deposit inh -2.
Screening CCc1ccccc1NC(=O)CNC(=O)c1ccc(OCc2cn3ccccc3n2)cc1 returned PglD inh 0, ERAP1 inh 0, S100A4 MyoIIA 1, PAX8 reporter -19, EWS-Fli block -10 and FN deposit inh -15.
For O=[N+]([O-])c1ccc(NCc2ccccn2)nc1 the results were PGC1a acetyl inh -6, PglD inh 6, ERAP1 inh 0, S100A4 MyoIIA 5, PAX8 reporter -23, LGR2 inh 2, EWS-Fli block -23 and FN deposit inh 0.
For CNC[C@H]1Oc2cc(C#CC3CCCC3)ccc2S(=O)(=O)N([C@@H](C)CO)C[C@@H]1C the results were PGC1a acetyl inh -11, PglD inh 3, ERAP1 inh -7, S100A4 MyoIIA -18, PAX8 reporter -8, LGR2 inh 12, EWS-Fli block 3 and FN deposit inh 1.
`CCN(CCCNC(=O)CN(C)S(=O)(=O)c1cccc2nsnc12)c1ccccc1` gave PGC1a acetyl inh -89, PglD inh -3, PAX8 reporter 12 and FN deposit inh -1.
For COc1ccc(CNC(=O)CN(Cc2ccc(F)cc2)C(=O)c2csnn2)cc1 the results were PGC1a acetyl inh -4, PglD inh 4, ERAP1 inh 1, S100A4 MyoIIA -3, PAX8 reporter -8, LGR2 inh 9, EWS-Fli block -15 and FN deposit inh 5.
`Cc1c(N=C2NN=C(c3c[nH]c4ccccc34)CS2)c(=O)n(-c2ccccc2)n1C` gave PGC1a acetyl inh 10, PglD inh -1, S100A4 MyoIIA -1, PAX8 reporter 27, LGR2 inh 15, EWS-Fli block 9 and FN deposit inh -3.
COc1ccc(-c2ccc([C@H]3[C@H](CO)N4C(=O)CN(C(=O)Cc5ccccn5)C[C@@H]34)cc2)cc1 was read as PGC1a acetyl inh -3, LGR2 inh 3, EWS-Fli block -4 and FN deposit inh -9.
Screening COC(=O)C1=CN(c2ccc(Cl)cc2)C=C(C(=O)OC)C1c1ccc([N+](=O)[O-])cc1 returned PglD inh -3, ERAP1 inh 2, S100A4 MyoIIA 1, PAX8 reporter -5, LGR2 inh 15 and FN deposit inh 2.

Three records picked at random from those above, as already listed:
For CNC[C@H]1Oc2cc(C#CC3CCCC3)ccc2S(=O)(=O)N([C@@H](C)CO)C[C@@H]1C the results were PGC1a acetyl inh -11, PglD inh 3, ERAP1 inh -7, S100A4 MyoIIA -18, PAX8 reporter -8, LGR2 inh 12, EWS-Fli block 3 and FN deposit inh 1.
Screening COc1ccc(CC(=O)Nc2ncc([N+](=O)[O-])s2)cc1OC returned PGC1a acetyl inh -5, PglD inh -4, ERAP1 inh 3, S100A4 MyoIIA -3, PAX8 reporter 3, EWS-Fli block 1 and FN deposit inh -2.
`CC(NC(=S)NC(=O)c1ccccc1Br)c1ccccc1` (stereo unspecified) gave PGC1a acetyl inh -9, PglD inh 3, ERAP1 inh 2, S100A4 MyoIIA -11, PAX8 reporter 14, EWS-Fli block -3 and FN deposit inh -3.

Further entries follow:
Cc1ccc(-c2ccccc2NC(=O)C2C3C=CC(C3)C2C(=O)O)o1 (stereo unspecified) was read as PGC1a acetyl inh 0, PglD inh 3, PAX8 reporter 3 and FN deposit inh -2.
`O=C(Cc1ccc(S(=O)(=O)N2CCOCC2)s1)N1CCN(S(=O)(=O)c2cccc(F)c2)CC1` gave PglD inh -2, ERAP1 inh 1, S100A4 MyoIIA -2, PAX8 reporter 9, LGR2 inh -6, EWS-Fli block 0 and FN deposit inh -7.
`O=C(COC(=O)/C=C/c1ccccc1)Nc1cc(C(F)(F)F)ccc1N1CCOCC1` gave PGC1a acetyl inh 6, PglD inh -3, ERAP1 inh 3, S100A4 MyoIIA -3, PAX8 reporter -7, EWS-Fli block 14 and FN deposit inh -1.
Screening Cc1cc(=O)oc2c1c(C)nn2-c1nn[nH]n1 returned PGC1a acetyl inh 12, PglD inh 2, PAX8 reporter -2 and FN deposit inh 6.
COc1cc(C(=O)OCC(=O)N2CCC(Cc3ccccc3)CC2)cc(OC)c1OC was read as PGC1a acetyl inh -7, PglD inh -1, ERAP1 inh 17, S100A4 MyoIIA -1, LGR2 inh -5, EWS-Fli block 1 and FN deposit inh 3.
